Source: PubChem BioAssay (several laboratories)
NR2E3 ag-1 = NR2E3 agonists in two-hybrid cells, primary screen, cell-based, luminescence, CHO-S, Gal4-NCOR/VP16-NR2E3. luciferase. inhibition of corepressor binding, % at 3.98 µM. AID 602229, 2012. 0.35% of 360,000 active. Photoreceptor-specific nuclear receptor (Homo sapiens), Q9Y5X4;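 active = inhibition above the mean of all tested compounds plus 3 SD, cut at about 70% in these data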;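 also: 0% = DMSO with NR2E3 transfected cells and 100% = cells lacking NR2E3 construct; higher means lower luciferase signal from less NR2E3 corepressor binding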
Target sequence (Q9Y5X4 whole entry, looked up, the tested form may be a part): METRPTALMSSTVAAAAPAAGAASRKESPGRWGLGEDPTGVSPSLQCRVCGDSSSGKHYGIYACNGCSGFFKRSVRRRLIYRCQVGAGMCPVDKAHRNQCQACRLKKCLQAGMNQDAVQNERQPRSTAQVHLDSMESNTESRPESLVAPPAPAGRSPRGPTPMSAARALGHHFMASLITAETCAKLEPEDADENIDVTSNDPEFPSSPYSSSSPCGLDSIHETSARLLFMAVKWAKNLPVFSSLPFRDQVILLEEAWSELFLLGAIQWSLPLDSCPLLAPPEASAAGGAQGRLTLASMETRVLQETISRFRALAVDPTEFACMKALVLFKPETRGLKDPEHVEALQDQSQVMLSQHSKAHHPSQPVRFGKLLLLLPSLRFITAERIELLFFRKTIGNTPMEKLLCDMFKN
C8 TRAIL sens = viability loss with TRAIL in NB7+C8 cells, primary screen, TRAIL sensitizer project, cell-based, ATPlite luminescence. inhibition (viability loss, TRAIL sensitization), % at 10 µM. 1% of 360,000 active;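 active = compounds causing at least 50% loss of cell viability in the single-dose screen, relative to plate controls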
TWEAK Fn14 block = inhibitors of TWEAK-Fn14 signaling, primary screen, luciferase reporter cells, uHTS. TWEAK-stimulated Fn14 reporter cells, luciferase luminescence, 8 h. inhibition, % at 10 µM. 2% of 360,000 active; in the data active = inhibition above about 50%
MITF TRPM1 inh = inhibitors of MITF-dependent TRPM1 promoter reporter, primary screen, cell-based, SK-MEL-5, single point, luciferase. SK-MEL-5 TRPM1 promoter luciferase, 24 h. inhibition, % at 12.5 µM. 0.83% of 330,000 active;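 active = mean inhibition across replicates of 60% or more, whatever share of single replicates reaches that level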; also: values of inactives mirror those of a sister screen read the other way
Shn3 3UTR inh = reduction of Shn3 3'UTR firefly luciferase signal, primary screen, Schnurri-3 inhibitor project, cell-based, Clone20 osteoblasts, set 2. Clone20 osteoblast Shn3 3'UTR firefly luciferase, 24 h. inhibition, % at 12.5 µM. 0.52% of 360,000 active;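 active = mean inhibition of at least 75% with every replicate also reaching 75%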;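 also: 0% = median of neutral control wells and 100% = pilot-screen positive control compound; some compounds past the cut are filed as inactive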
CF NFkB block = inhibitors of PAF-induced NF-kB signaling, primary screen, cell-based, GFP fluorescence, uHTS; KKLEB NF-kB-GFP reporter, GFP fluorescence overnight; inhibition, % at 5 µM; 0.86% of 360,000 active; AID 588850, 2011;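 active = at least 50% inhibition at 5 µM, scaled per plate between neutral and stimulator controls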;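 also: PAF is a Pseudomonas aeruginosa culture filtrate used as stimulus; plate controls were PAF-stimulated DMSO wells for no effect and unstimulated DMSO wells for full effect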
KKLEB cytotox = cytotoxicity in KKLEB CF airway cells, primary screen, cytotoxicity control for CF NF-kB inhibitor project, cell-based, uHTS, fluorescence assay plates | 0.36% of 360,000 active | KKLEB CF airway cells viability, ATPlite luminescence, overnight; hits give low values; cells stimulated with P. aeruginosa culture filtrate | activity change (cytotoxicity), % at 5 µM;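 active = corrected activity change at or below -50% at 5 µM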
NR2E3 ag-2 = inhibitors of NR2E3-RetCOR corepressor binding, primary screen, NR2E3 agonist project, biochemical, TR-FRET, GST-NR2E3, biotin-RetCOR. 0.12% of 320,000 active. 1536-well. AID 2300, 2010. inhibition of corepressor binding, % at 4.78 µM. Photoreceptor-specific nuclear receptor (Homo sapiens), Q9Y5X4;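 active = percent inhibition above the cutoff of mean plus 3 SD of all tested compounds, set per screening campaign, cut at about 20% in these data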;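 also: 0% = DMSO wells and 100% = biotin wells as full block of FRET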
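System: GST-NR2E3 and biotin-RetCOR proteins; probe or stimulus: 7 nM biotin-RetCOR; doses: compound at 4.8 µM, single dose; schedule: Compound–protein incubation for 5 h at 4 °C; detection: time-resolved FRET; read-out: percent inhibition; controls: biotin wells as high control, 0.6% DMSO wells as low control; format: 1536-well plates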
HIF-2a inh = HIF-2a reporter inhibitors, primary screen, luminescence, 786-0 RCC cells; 786-0 RCC cells HIF-2a reporter, luciferase luminescence, overnight; inhibition, % at 18.8 µM; 0.72% of 360,000 active; AID 624352, 2012;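 active = inhibition of the luminescence signal of 40% or more relative to plate controls, in a single-dose primary screen at 18.75 µM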
TROY signal inh = inhibitors of TROY-driven NF-kB signaling, primary screen, Q293 LMP1-TROYcd cells, NF-kB luciferase, uHTS. Q293 LMP1-TROYcd NF-kB luciferase reporter, 4 h. inhibition, % at 10 µM. 0.98% of 360,000 active. AID 1347056, 2019;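 active = compounds whose plate-normalised and pattern-corrected inhibition of the luciferase reporter signal at the single screening dose is 50% or more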
Peg3 promoter = Peg3 promoter-driven luciferase inhibitors, primary screen, cell-based, HeLa, luciferase luminescence | HeLa PEG-Prom luciferase reporter, overnight | inhibition, % at 20 µM | 1.7% of 360,000 active | AID 588405, 2011;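 active = inhibition of at least 50% at 20 µM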
Starred values were filed as active, the others as inactive; · = no result given. Only part of the results is shown (hit frequency here may not be typical).

SMILES	NR2E3 ag-1	C8 TRAIL sens	TWEAK Fn14 block	MITF TRPM1 inh	Shn3 3UTR inh	CF NFkB block	KKLEB cytotox	NR2E3 ag-2	HIF-2a inh	TROY signal inh	Peg3 promoter
O=C(Nc1cccnc1)c1ccc(NS(=O)(=O)c2cccc([N+](=O)[O-])c2)cc1	12.9	-1.0	-16.1	8.8	0.1	0.6	3.0	-0.1	16.3	-2.8	9.5
COc1cc(C(c2c(C(=O)O)[nH]c3ccccc23)c2c(C(=O)O)[nH]c3ccccc23)ccc1OCc1ccccc1	-5.3	-18.6	-8.4	23.5	-10.2	-0.4	-5.9	-1.0	21.0	20.4	19.2
O=C(Nc1ccccc1N1CCOCC1)c1cc2ccccc2o1	-15.8	35.1	-14.7	-6.2	-36.7	-11.8	-34.3	1.2	-86.6	-19.4	-36.2
COc1ccc(C(C(=O)NCCC(C)C)N(CCCO)C(=O)c2snc(C(N)=O)c2N)cc1OC (stereo not given)	-24.3	-6.1	-4.5	6.1	-6.9	3.0	-1.3	1.7	-0.8	-37.0	12.8
Cn1c(=O)c2cc(NC(=S)NC3CC3)ccc2n1Cc1ccccc1	-8.6	-9.6	0.5	·	0.5	4.4	-3.9	·	-31.2	-15.2	-26.6
O=c1c2ccccc2nc(/C=C/c2c[nH]c3ccccc23)n1CCO	-71.6	-3.2	0.1	-28.6	-38.0	-7.3	-3.5	2.4	-287.1	14.8	-68.6
COc1ccc(-c2csc(NC(=O)CN3C(=O)CCC3=O)n2)cc1OC	8.2	-7.0	0.2	7.1	3.7	-14.2	0.4	0.4	10.2	3.9	16.7
O=C(Cc1ccc(Br)cc1)N1CCN(c2ccccn2)CC1	-26.9	5.4	-0.7	-16.8	-46.0	6.2	-17.4	-1.6	-60.8	-21.7	-52.6
CC(OC(=O)c1c[nH]c2ccccc12)C(=O)N1CCCC1 (stereo not given)	9.8	-2.0	17.0	-9.0	-0.4	15.3	-18.3	2.0	0.9	-3.4	-1.3
CCOC(=O)N1CCC(N2C(=O)c3ccc(C(=O)Nc4ccc(F)cc4F)cc3C2=O)CC1	-2.1	-3.5	-11.2	·	-0.3	-14.1	8.0	-0.7	10.6	15.0	-2.1
CCOC(=O)c1cc(=O)n2c(nc3ccccc32)[nH]1	-84.1	11.3	0.1	-23.5	-86.7	-26.1	-0.5	8.6	-94.2	-41.7	-80.1
CN1CCNC(=O)C1CC(=O)NCC1(c2ccccc2)CCCCC1 (stereo not given)	4.6	-5.1	16.2	12.5	9.4	-15.9	13.1	0.9	15.4	-30.5	-4.8
O=C(N/N=C/c1ccncc1)c1ccc(NS(=O)(=O)c2cccs2)cc1	-28.6	-1.3	-11.1	-11.1	-14.1	4.2	0.5	0.8	12.5	-2.1	4.0
COCC1CCN(C(=O)c2cc(COc3cncc(Cl)c3)on2)C1 (stereo not given)	-17.9	-8.1	-15.9	0.7	-4.4	15.1	2.9	3.9	-0.8	14.6	12.9
CC(=O)c1ccc(NC(=O)C(C)N(C)CC(=O)Nc2ccc(Cl)cc2)cc1 (stereo not given)	8.1	1.1	18.0	6.5	6.7	-12.4	9.1	0.5	15.7	9.6	12.2
Cc1ccc(CNS(=O)(=O)c2c(C)[nH]c(C)c2C(=O)N2CCCCC2)o1	0.5	7.6	-19.5	-5.6	6.8	-28.0	-3.9	2.2	14.6	4.0	-3.2
C[C@]12c3[nH]c4cc(-c5ccco5)ccc4c3CCN1C(=O)[C@@H](CC(=O)NCCCn1ccnc1)C[C@@H]2C(=O)N1CCCCC1	-28.1	-4.3	0.8	-6.9	-17.0	-1.2	8.4	·	-12.1	-3.0	-2.4
CCOc1ccc2nc(NC(=O)CSc3nnc(-c4ccncc4)n3CC3CCCO3)sc2c1 (stereo not given)	-39.3	45.5	-2.3	-38.2	-82.8	-1.6	-15.7	-4.2	-118.4	-69.2	-170.8
C=CCN(CC=C)C(=O)c1ccncc1	5.5	8.2	-5.7	-18.4	-2.1	-1.7	2.6	-2.7	12.9	-17.1	-9.5
O=C(CN1C(=O)c2ccccc2C1=O)Nc1ccc(Cl)cn1	23.8	13.4	-3.4	2.0	1.5	17.6	4.1	1.1	6.9	-1.6	-3.1

Complete entries as entered above. Values in the order: NR2E3 ag-1, C8 TRAIL sens, TWEAK Fn14 block, MITF TRPM1 inh, Shn3 3UTR inh, CF NFkB block, KKLEB cytotox, NR2E3 ag-2, HIF-2a inh, TROY signal inh, Peg3 promoter
Shown for O=C(CN1C(=O)c2ccccc2C1=O)Nc1ccc(Cl)cn1 : 23.8, 13.4, -3.4, 2.0, 1.5, 17.6, 4.1, 1.1, 6.9, -1.6, -3.1
Shown for O=C(N/N=C/c1ccncc1)c1ccc(NS(=O)(=O)c2cccs2)cc1 : -28.6, -1.3, -11.1, -11.1, -14.1, 4.2, 0.5, 0.8, 12.5, -2.1, 4.0

Next results
SMILES	NR2E3 ag-1	C8 TRAIL sens	TWEAK Fn14 block	MITF TRPM1 inh	Shn3 3UTR inh	CF NFkB block	KKLEB cytotox	NR2E3 ag-2	HIF-2a inh	TROY signal inh	Peg3 promoter
Cc1ccc(-n2c(-c3ccco3)nc3c(cnn3-c3ccccc3C)c2=O)cc1	9.6	2.4	5.1	·	13.0	-31.3	14.5	2.5	11.9	0.2	21.3
COc1cccc(/C=C2\NC(=O)NC2=O)c1O	-37.3	33.3	5.3	-39.7	4.0	4.3	5.8	-6.0	-121.0	-23.1	-69.1
CC(C)CNC(=O)c1cccc(NC(=O)C(C)Oc2ccccc2)c1 (stereo not given)	-5.7	-2.0	-18.5	13.6	-3.1	-5.3	-0.1	2.4	10.4	-14.5	8.2
CCC(=O)N1CCC1(C)C(=O)Nc1ccc(F)cc1 (stereo not given)	-27.1	-12.1	-10.4	·	-0.7	-7.4	6.3	·	-5.5	-11.0	-8.8
Cc1ccc2ccccc2c1C(O)c1ncc(-c2ccccc2)[nH]1 (stereo not given)	10.5	-5.5	12.6	·	-23.6	-12.3	-0.6	·	19.1	4.2	-0.1
CCOC(=O)c1ccccc1NC(=O)COC(=O)C(CC)Oc1ccccc1 (stereo not given)	-10.1	4.9	3.7	·	4.0	10.9	8.7	·	3.2	13.8	-2.1
COc1ccc(C(C)=O)cc1CSc1ccc(S(=O)(=O)N2CCOCC2)cn1	-23.2	2.8	-8.8	-1.7	5.6	-16.0	7.7	-3.1	1.3	4.5	8.3
Nc1ccc(C(=O)OCC(=O)Nc2cccc(S(=O)(=O)NC3=NCCCCC3)c2)cc1[N+](=O)[O-]	2.9	-9.9	-7.3	10.4	-1.1	-9.2	-7.6	·	-13.3	5.7	-14.0
Cc1cc(OCC(=O)OCC(=O)N2c3ccccc3NC(=O)C2(C)C)ccc1Cl	-3.3	2.9	-0.6	-1.0	-0.3	-6.4	-28.8	1.4	7.0	-9.3	-6.6
CCc1nnc(NC(=O)/C=C/c2cccs2)s1	-48.7	10.8	-20.2	-77.7	-106.8	-19.9	10.6	-2.6	-149.0	-63.1	-183.9
O=C(CSc1nnc(-c2ccc(O)cc2)o1)Nc1ccc2c(c1)OCCO2	-73.3	34.4	-45.0	-44.8	-68.3	-13.2	0.7	1.9	-198.0	-14.7	-234.8
COc1ccc(/C=C/C(=O)NC2CC3CCC2C3)cc1 (stereo not given)	-117.4	-0.4	-15.2	-62.8	-53.8	-15.5	-5.2	-1.8	-194.1	-55.7	-139.5
Cc1ccc(CSC2=NCCN2C(=O)c2ccc([N+](=O)[O-])cc2)cc1	6.6	-3.5	13.6	10.1	10.9	7.4	-5.0	2.6	3.8	-12.9	5.7
S=C(NCc1ccc2c(c1)OCO2)Nc1ccc(-c2nc3ccccc3[nH]2)cc1	-46.0	0.8	30.5	-39.9	-25.3	-1.9	-2.0	1.2	-114.5	-9.1	-106.4
O=C(NC1CC1)c1scc2c1OCCO2	-19.5	-1.4	-2.1	-13.8	4.6	6.9	13.5	-0.7	4.0	-4.5	-0.8
N#Cc1c(N2CCN(c3ccc([N+](=O)[O-])cc3)CC2)[n+](=O)c2ccc(Cl)cc2n1[O-]	21.3	0.2	44.5	18.8	18.3	1.7	-13.5	·	6.8	-6.4	16.4
CCOc1ccccc1CN1CCNC(=O)C1CC(=O)NCCCn1cccn1 (stereo not given)	-16.8	-0.9	-8.8	2.6	-1.0	5.9	7.7	-0.4	-2.2	-15.5	-11.2
CN(C(=O)CN1CCN(c2ccc([N+](=O)[O-])cn2)CC1)c1ccccc1	-26.3	-9.7	16.3	-16.2	-7.4	3.2	2.1	1.8	21.7	14.7	10.4
NNC(=O)C(=O)/C=C1\NC2(CCCC2)Cc2ccccc21	-5.4	-6.5	-3.2	·	·	-3.0	4.9	-1.6	11.5	-1.5	0.2
O=c1[nH]c2ccccc2nc1-c1ccc(Cl)cc1	-93.8	10.3	-6.5	-23.7	-57.6	-11.4	7.4	-1.6	-234.9	-48.2	-138.5
Cc1cccc(Oc2ccc(N)cc2)c1	-18.6	9.4	-5.1	1.2	-13.6	5.9	5.3	-0.9	-58.7	-34.9	-50.8
O=C(Nc1ccccc1Cl)c1cc(S(=O)(=O)N2CCOCC2)cs1	8.7	-4.7	-2.9	0.2	21.1	-7.1	8.0	3.3	0.6	-1.0	9.6
CCOC(=O)C1=C(COC(=O)CCCOc2ccccc2)NC(=O)NC1C (stereo not given)	-7.5	31.4	13.4	5.3	-3.6	6.7	-0.1	·	7.3	-9.1	-12.7
Cn1c(NCC2CCCO2)nc2c1c(=O)n(Cc1ccccc1)c(=O)n2C (stereo not given)	-9.8	0.9	-7.9	11.2	6.9	-2.5	9.3	2.4	18.8	-5.5	12.6
O=C(CN1CCN(c2cccc(Cl)c2)CC1)Nc1ccc(S(=O)(=O)N2CCOCC2)cc1	24.5	12.3	5.2	0.5	36.2	-0.5	-6.8	1.0	26.6	37.4	-1.1
Cc1c(NC(=O)c2cc(-c3cccs3)nc3ccccc23)c(=O)n(-c2ccccc2)n1C	21.4	17.9	33.8	11.4	-7.8	64.7*	-0.9	4.1	9.4	11.5	53.6*
COCCN(C(=O)CSc1nnc(-c2ccccc2OC)o1)c1c(N)n(CC(C)C)c(=O)[nH]c1=O	2.6	1.9	12.4	33.8	-3.0	2.0	-7.7	-1.0	-3.4	3.9	-7.6
COc1ccc(CC2(CO)CCN(S(=O)(=O)c3c(C)nn(C)c3Cl)CC2)cc1	-4.6	0.1	-20.8	14.6	-11.7	9.7	-0.3	3.0	14.2	22.0	4.6
